MrgX1 antag = antagonists of human MrgX1 receptor, primary screen, HEK293 cells, Fluo-4 calcium flux; AID 588676, 2011; Mas-related G-protein coupled receptor member X1 (Homo sapiens), Q96LB2; 310,000 compounds, 1.3% hits; BAM8-22 antagonism; hits give low values; B-score at 10 µM;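 active means calcium-response B-score plate-corrected more than 3 library SD below zero, starting fluorescence within 5 deviations, no agonist response on first addition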;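 further: peak minus trough fluorescence over baseline after final BAM8-22 challenge near maximal dose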
TRPC4 act = activators of mouse TRPC4 channel, primary screen, Fluo4 calcium, HEK293 TRPC4beta/mu-opioid cells; Short transient receptor potential channel 4 (Mus musculus), Q9QUQ5; Fluo4 calcium fluorescence; hits give high values; B-score at 10 µM; 310,000 compounds, 0.49% hits; AID 2237, 2010;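 active means B-score above 5 SD of library B-scores, and initial fluorescence ratio not above library mean plus 5 SD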;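 further: positive B-score marks a calcium rise read as TRPC4 activation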
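Material: HEK293 stable line with TRPC4beta plus mu-opioid receptor; technique: Fluo4 calcium-sensitive dye fluorescence, kinetic, 1 Hz baseline; timing: Fluo4 dye loading 45 min at room temperature, 110 s recording; controls: assay buffer as low control, maximal DAMGO as high control; read-out: integrated baseline-normalised fluorescence ratio, converted to per-well B score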
TRPC6 inhibitor = mouse TRPC6 channel inhibitors, primary screen, cell-based, HEK293, membrane potential dye; Short transient receptor potential channel 6 (Mus musculus), Q61143; ACh-evoked depolarization; hits give low values; B-score at 10 µM; 310,000 compounds, 1.1% hits; AID 2553, 2010;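 active means B-score under library mean minus 3 SD, initial fluorescence not abnormally high, positive integrated signal ratio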;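 further: B-score derived from integrated fluorescence ratio over the kinetic read; more negative B-score means stronger inhibition of depolarization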
Target sequence (Q61143 whole entry, looked up): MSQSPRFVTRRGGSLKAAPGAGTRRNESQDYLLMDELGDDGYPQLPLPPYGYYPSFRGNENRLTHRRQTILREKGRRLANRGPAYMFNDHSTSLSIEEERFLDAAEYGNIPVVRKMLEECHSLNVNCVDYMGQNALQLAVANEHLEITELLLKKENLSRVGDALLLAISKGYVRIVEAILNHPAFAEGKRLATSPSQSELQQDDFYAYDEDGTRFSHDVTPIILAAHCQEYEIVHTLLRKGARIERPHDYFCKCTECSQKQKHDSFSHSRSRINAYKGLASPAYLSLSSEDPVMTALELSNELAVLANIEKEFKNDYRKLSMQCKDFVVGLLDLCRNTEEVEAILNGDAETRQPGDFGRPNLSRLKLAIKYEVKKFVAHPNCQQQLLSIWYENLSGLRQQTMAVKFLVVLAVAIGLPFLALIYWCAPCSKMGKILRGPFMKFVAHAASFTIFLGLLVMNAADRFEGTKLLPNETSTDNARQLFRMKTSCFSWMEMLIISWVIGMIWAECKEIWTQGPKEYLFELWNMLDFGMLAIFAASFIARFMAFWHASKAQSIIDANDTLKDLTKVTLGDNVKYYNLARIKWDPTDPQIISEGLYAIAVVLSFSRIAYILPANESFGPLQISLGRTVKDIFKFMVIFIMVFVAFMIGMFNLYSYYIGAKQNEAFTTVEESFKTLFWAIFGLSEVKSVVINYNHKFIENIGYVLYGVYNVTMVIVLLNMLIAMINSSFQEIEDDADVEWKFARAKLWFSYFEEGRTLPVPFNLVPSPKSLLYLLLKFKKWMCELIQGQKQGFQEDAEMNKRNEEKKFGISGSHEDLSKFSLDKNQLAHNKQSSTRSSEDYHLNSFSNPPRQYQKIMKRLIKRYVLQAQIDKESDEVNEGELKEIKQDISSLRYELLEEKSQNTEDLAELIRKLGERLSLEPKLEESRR
MrgX1 allo act = positive allosteric modulators of MrgX1, primary screen, HEK293 cells, Fluo-4 calcium flux; Mas-related G-protein coupled receptor member X1 (Homo sapiens), Q96LB2; FDSS; hits give high values; B-score at 10 µM; 310,000 compounds, 0.63% hits;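 active means plate-corrected calcium response at least 3 library SD above typical, normal starting fluorescence, not activating the receptor alone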;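 further: compound read alongside a low EC10 to EC30 dose of BAM8-22 agonist; peak minus trough fluorescence over baseline measured at the second addition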
TMEM16A act = TMEM16A chloride channel activators or potentiators, primary screen, cell-based, HTS | AID 623877, 2012 | HEK293 TMEM16A/YFP-H148Q/I152L, iodide quench fluorescence; hits give low values | Anoctamin-1 (Mus musculus), Q8BHY3 | B-score at 10 µM | 340,000 compounds, 0.3% hits;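 active means fluorescence-ratio B-score plate-corrected deviation score at least 3 library SD below zero, with starting fluorescence score within 5 deviations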;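 further: channel opened by trigger with iodide after compound preincubation; score built on the fluorescence ratio of max minus min over baseline; more negative score means more quench and so TMEM16A activation or potentiation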
TMEM16A inh = TMEM16A chloride channel inhibitors, primary screen, cell-based, HTS | Anoctamin-1 (Mus musculus), Q8BHY3 | HEK293 TMEM16A/YFP iodide influx fluorescence, ionomycin | normalized B-score (activity score, 25-100; higher = stronger inhibition) at 10 µM | 310,000 compounds, 1.2% hits;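 active means ratio plate-corrected score three or more library SD toward inhibition, starting fluorescence score within five deviations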;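 further: score derived from kinetic fluorescence span divided by baseline fluorescence per well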
TRPC6 activator = mouse TRPC6 channel activators, primary screen, cell-based, HEK293, membrane potential dye; HEK293-TRPC6 membrane potential dye fluorescence; hits give high values; B-score at 10 µM; 310,000 compounds, 0.13% hits;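 active means B-score of the integrated fluorescence ratio above library mean plus 3 SD, and starting fluorescence ratio within library mean plus 5 SD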;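 further: higher score means more depolarization so channel activation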
TRPC4 block = inhibitors of mouse TRPC4 channel, primary screen, Fluo4 calcium, HEK293 TRPC4beta/mu-opioid cells; Short transient receptor potential channel 4 (Mus musculus), Q9QUQ5; DAMGO-evoked Fluo4 calcium flux; hits give low values; B-score at 10 µM; 300,000 compounds, 0.39% hits;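 active means B-score over 3 SD under the library average, no early fluorescence shift, positive overall ratio signal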
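Test system – stable TRPC4beta/mu-opioid receptor HEK293 cells · Probe or stimulus – DAMGO, a submaximal dose followed by a maximal one · Dosing – one concentration per compound · Signal – Fluo4 calcium fluorescence by kinetic imaging, 5 s 1 Hz baseline · Evaluation – per-well B score of integrated baseline-normalized Fluo4 ratio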
SKKanGAS inh = S. pyogenes SKKanGAS growth inhibitors in kanamycin, primary screen, streptokinase expression inhibitor project, SKKanGAS strain, BacTiter-Glo luminescence; 300,000 compounds, 1.3% hits; inhibition, % at 7.5 µM; 6 h;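 active means mean replicate score, as percent of positive control median, at least 50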;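 further: strain carries kanamycin resistance gene driven by streptokinase promoter and grows in 40 µg/ml kanamycin; loss of luminescence reflects streptokinase promoter inhibition or plain growth inhibition; 0% = median of DMSO wells and 100% = positive control at its reference dose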
MrgX1 ag = agonists of human MrgX1 receptor, primary screen, HEK293 cells, Fluo-4 calcium flux | Mas-related G-protein coupled receptor member X1 (Homo sapiens), Q96LB2 | Fluo-4 calcium fluorescence, agonist mode; hits give high values | B-score at 10 µM | 310,000 compounds, 0.44% hits | AID 588627, 2011;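 active means calcium response B-score plate-corrected fluorescence ratio at least 3 library SD, with starting fluorescence B-score inside 5 SD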
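Test system: HEK293 cells stably expressing human MrgX1 receptor; Input: fifteen thousand cells per well; Dosing: compound delivered in addition one of three; Schedule: overnight seeding, then 1 h dark dye loading; Technique: Fluo-4 NW calcium fluorescence; Measure: B-scored fluorescence response ratio; Controls: positive and negative controls per plate.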
TRPC4 potent = positive allosteric modulators of TRPC4, primary screen, cell-based, mouse TRPC4beta, HEK293 mu-opioid, Fluo-4 calcium. AID 2227, 2009. DAMGO EC20, Fluo-4 Ca2+ flux; hits give high values. B-score at 10 µM. 310,000 compounds, 0.42% hits;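 active means B-score of calcium response area above 5 SD of library B-scores, with initial fluorescence ratio within 5 SD of library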;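 further: B-score of integrated fluorescence ratio over time as area under calcium response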
* = called active by the depositor; i = inactive; x = no result given.

SMILES | MrgX1 antag | TRPC4 act | TRPC6 inhibitor | MrgX1 allo act | TMEM16A act | TMEM16A inh | TRPC6 activator | TRPC4 block | SKKanGAS inh | MrgX1 ag | TRPC4 potent
Cc1coc2cc3oc(=O)c(CC(=O)N(C)CC(=O)O)c(C)c3cc12 | i | i | i | i | i | i | i | i | -4 | i | i
COC(=O)C1(Cc2cc(-c3ccc(Cl)cc3)no2)CCN(C(=O)OC(C)(C)C)CC1 | i | i | i | i | i | i | i | i | 22 | i | i
c1ccc(C2CC(c3cccs3)=NN2c2ccccc2)cc1 (centres undefined) | i | i | i | i | i | i | i | i | 13 | i | i
COc1cc(/C=N/NC(=O)Nc2ccccc2)ccc1OC(C)=O | i | i | i | i | i | i | i | i | -5 | i | i
CCCn1cc(SCC(=O)NCC2CCCO2)c2ccccc21 (centres undefined) | i | i | i | i | i | i | i | i | 1 | i | i
CC(=O)Nc1sc(C)c(C)c1C(=O)OC(C)C | i | i | i | i | i | i | i | i | -2 | i | i
COc1ccc2c(c1)sc(=NC(=O)CS(=O)(=O)c1ccc(F)cc1)n2C | i | i | i | i | i | i | i | i | -8 | i | i
COc1ccc(O[C@H]2C=C[C@@H](c3ccccc3)O[C@@H]2CO/N=C(\C)CCC(=O)OC[C@H]2O[C@H](c3ccccc3)C=C[C@@H]2Oc2ccc(OC)cc2)cc1 | -7.2* | i | i | i | x | i | i | i | 6 | i | i
O=C1c2c(Br)c(Br)c(Br)c(Br)c2C(=O)N1c1ccccn1 | i | i | i | i | i | i | i | i | -5 | i | i
CCN(CC)c1c([N+](=O)[O-])c(=O)oc2ccccc12 | i | i | i | i | i | i | i | i | -20 | i | i
COc1ccc(CNC(=O)Cc2c(C(=O)O)[nH]c3ccccc23)c(OC)c1 | i | i | i | i | i | i | i | i | 2 | i | i
CCCCS(=O)CC(CS(=O)CCCC)OC(=O)c1ccc(C)cc1 (centres undefined) | i | i | i | i | i | i | i | i | -3 | i | i
CC(C)c1cccc(O)c(=O)c1 | i | i | i | i | i | i | i | i | 2 | i | i
COc1ccc(C2C(C(C)=O)=C(O)C(=O)N2CCO)c(OC)c1 (centres undefined) | i | i | i | i | i | i | i | i | 3 | i | i
CC[C@@H](C)CN1C(=O)N[C@@H](c2ccccc2)C(C(C)=O)=C1C | i | i | i | i | i | i | i | i | 5 | i | i
CCOC(=O)Cc1csc(NC(=O)CCCN2C(=O)c3ccccc3C2=O)n1 | i | i | i | i | i | i | i | i | 4 | i | i
CCCn1cc(CN2CCC(n3nccc3NC(=O)c3ccc4c(c3)OCO4)CC2)c(C)n1 | i | i | i | i | i | i | i | i | -4 | i | i
Cc1ccc(/C=N/Nc2ccc(Cl)c(C(=O)O)c2)s1 | i | i | i | i | i | i | i | i | 7 | i | i
Cc1cc(NC(=O)c2cccc(S(=O)(=O)N3CCCCC3)c2)no1 | i | i | i | i | i | i | i | i | 3 | i | i
CCc1ccccc1NC(=S)N1CCN(c2cccc(OC)c2)CC1 | i | i | i | i | i | i | i | i | -1 | i | i
Cc1nnc(-c2ccc(Oc3ccc(C)c(C)c3)c([N+](=O)[O-])c2)o1 | i | i | i | i | i | i | i | i | 5 | i | i
CCOC(=O)N1CCN(C(=O)c2cc(-c3ccncc3)nc3ccccc23)CC1 | i | i | i | i | i | i | i | i | -4 | i | i
COc1cc(C(=O)C(=O)c2ccc(O)c(OC)c2)ccc1O | i | i | i | i | i | i | i | i | 1 | i | i
COC(=O)c1c[nH]n2c(=O)c(Cl)c(C)nc12 | i | i | i | i | i | i | i | i | 5 | i | i
Cc1cc(=O)n(CC(=O)NCCN2CCOCC2)c2c1c(C)nn2-c1ccccc1 | i | i | i | i | i | i | i | i | 2 | i | i
CC(=O)CSc1ccc(-c2nc3ccccc3[nH]2)cn1 | i | i | i | i | i | i | i | i | 9 | i | i
COc1ccc(-n2cccc2/C=C/[N+](=O)[O-])cc1 | i | i | i | i | i | i | i | i | 26 | 33* | i
Cc1cccc(N2CCN(C(=O)CNC(=O)c3ccccc3)CC2)c1C | i | i | i | i | i | i | i | i | -1 | i | i
COC(=O)c1cc(NC(=O)Cc2ccccc2[N+](=O)[O-])cc(C(=O)OC)c1 | i | i | i | i | i | i | i | i | -3 | i | i
CC1(C)Cc2cccc(OCC(=O)OCC(=O)Nc3ccc(C(N)=O)cc3)c2O1 | i | i | i | i | i | i | i | i | -6 | i | i
COc1ccc(CC(=O)N/N=C(\C)CC(=O)Nc2ccc3c(c2)OCCO3)cc1OC | i | i | i | i | i | i | i | i | -4 | i | i
CN(C)CCCNC(=S)N1CCN(c2nc(-c3ccccc3)cs2)CC1 | i | i | i | i | i | i | i | i | -1 | i | i
O=C(Cn1nc(-c2ccc(Cl)cc2)ccc1=O)NCC1CCCO1 (centres undefined) | i | i | i | i | -17* | i | i | i | -3 | i | i
COc1ccc(N2CCN(C(=O)c3ccc(CNS(=O)(=O)c4cccc(OC)c4)cc3)CC2)cc1 | i | i | i | i | i | i | i | i | 0 | i | i
O=C(NC12CC3CC(CC(C3)C1)C2)c1ccc(=O)oc1 | i | i | i | i | i | i | i | i | 0 | i | i
COc1ccc(-n2nnnc2SCC(=O)Nc2nc3c(s2)CCCC3)cc1 | i | i | i | i | i | i | i | i | -4 | i | i
Cc1ccc(CSc2nc3c(c(N(C)C)n2)CCCC3)cc1 | i | i | i | i | i | i | i | i | 16 | i | i
CCC1=C(OC(=O)N(CC)CC)N2C(=O)OC(=NCCc3c[nH]c4ccccc34)[C@]2(Cc2ccccc2)[C@H]2C1=CC[C@H]1C(=O)N(C)C(=O)[C@H]12 | i | i | i | i | i | i | i | i | 7 | i | i
O=C(NCc1ccccc1Cl)c1cc2ccccc2oc1=O | i | i | i | i | i | i | i | i | 4 | i | i
O=c1[nH]cnc2nc(-c3ccccc3)c(-c3ccccc3)nc12 | i | i | i | i | i | i | i | i | -5 | i | i
Cc1cc(NC(=O)CSc2nc3c([nH]c4ccccc43)c(=O)n2-c2ccccc2F)no1 | i | i | i | i | i | i | i | i | 6 | i | i
COc1ccc2oc(C(=O)N(C)CCOc3ccccc3)c(C)c2c1 | i | i | i | i | i | i | i | i | -10 | i | i
O=C1N(Cc2cccc(Cl)c2)C[C@@H]2C[C@@H](c3ccc4nonc4c3)N3CCC[C@@]123 | i | i | i | i | i | i | i | i | 11 | i | i
COc1ccc(-c2nc(CS(=O)(=O)CC(=O)NC3CCC(C)CC3)c(C)o2)cc1 (centres undefined) | i | i | i | i | i | i | i | i | 7 | i | i
CN(C)c1cccc(C(=O)OCC(=O)N2CCc3ccccc3C2)c1 | i | i | i | i | i | i | i | i | 0 | i | i
CCN(C1CCCCC1)S(=O)(=O)c1ccc(-n2cnnn2)c(C)c1 | i | i | i | i | i | i | i | i | -2 | i | i
O=C(Cc1cccs1)N(c1ccc(F)cc1)C1(C(=O)NC2CCCCC2)CCCC1 | i | i | i | i | i | i | i | i | -3 | i | i
CCOc1ccc(C2C([N+](=O)[O-])=C(C)N(C)C(=O)N2C)cc1OC (centres undefined) | i | i | i | i | i | i | i | i | 17 | i | i
S=C(NCCc1ccccc1)NC1CC1 | i | i | i | i | i | i | i | i | -10 | i | i
COc1ccc(CNC(=O)CSc2nc3[nH]ncc3c(=O)n2-c2ccccc2Br)cc1 | i | i | i | i | x | i | i | i | 0 | i | i
O=C(CCCn1c(=O)[nH]c2cc(Cl)ccc2c1=O)NCCC1=CCCCC1 | i | i | i | i | i | i | i | i | 1 | i | i
CC(=O)c1c(C)cc(C)c(CSc2nnc(-c3ccco3)o2)c1C | i | i | i | i | i | i | i | i | 3 | i | i
COc1ccc(C2CCCN2C(=S)Nc2ccccc2C)cc1OC (centres undefined) | i | i | i | i | i | i | i | i | 3 | i | i
CCn1cc(C(=O)NCc2ccco2)c(=O)c2cc(S(=O)(=O)N3CC(C)CC(C)C3)ccc21 (centres undefined) | i | i | i | i | i | i | i | i | 8 | i | i
CCOc1ccc(N(Cc2cc3cc(C)ccc3[nH]c2=O)S(=O)(=O)c2ccccc2)cc1 | i | i | i | i | i | i | i | i | 21 | i | i
Cc1ccccc1OCCC(=O)OCC(=O)Nc1c(C)nn(-c2ccccc2)c1C | i | i | i | i | i | i | i | i | 7 | i | i

Laid out differently: entries from further up.
| structure | MrgX1 antag | TRPC4 act | TRPC6 inhibitor | MrgX1 allo act | TMEM16A act | TMEM16A inh | TRPC6 activator | TRPC4 block | SKKanGAS inh | MrgX1 ag | TRPC4 potent |
| --- | --- | --- | --- | --- | --- | --- | --- | --- | --- | --- | --- |
| O=C(CCCn1c(=O)[nH]c2cc(Cl)ccc2c1=O)NCCC1=CCCCC1 | i | i | i | i | i | i | i | i | 1 | i | i |
| CC(=O)c1c(C)cc(C)c(CSc2nnc(-c3ccco3)o2)c1C | i | i | i | i | i | i | i | i | 3 | i | i |
| COc1ccc(C2CCCN2C(=S)Nc2ccccc2C)cc1OC (centres undefined) | i | i | i | i | i | i | i | i | 3 | i | i |

From PubChem
